High-throughput results from PubChem BioAssay.
KCNQ1 block: human KCNQ1 channel inhibition | P51787 | CHO-K1 KCNQ1, FluxOR thallium flux fluorescence; active compounds read high | B-score at 10 µM | hit rate 1.3% among 310,000 | AID 2642;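 active = compounds whose thallium flux B-score, printed positive for inhibition, exceeds three library SD while starting fluorescence stays within three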;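 also: channel opened by potassium depolarization with thallium stimulus after 20 min compound exposure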
Target sequence (P51787 whole entry, looked up): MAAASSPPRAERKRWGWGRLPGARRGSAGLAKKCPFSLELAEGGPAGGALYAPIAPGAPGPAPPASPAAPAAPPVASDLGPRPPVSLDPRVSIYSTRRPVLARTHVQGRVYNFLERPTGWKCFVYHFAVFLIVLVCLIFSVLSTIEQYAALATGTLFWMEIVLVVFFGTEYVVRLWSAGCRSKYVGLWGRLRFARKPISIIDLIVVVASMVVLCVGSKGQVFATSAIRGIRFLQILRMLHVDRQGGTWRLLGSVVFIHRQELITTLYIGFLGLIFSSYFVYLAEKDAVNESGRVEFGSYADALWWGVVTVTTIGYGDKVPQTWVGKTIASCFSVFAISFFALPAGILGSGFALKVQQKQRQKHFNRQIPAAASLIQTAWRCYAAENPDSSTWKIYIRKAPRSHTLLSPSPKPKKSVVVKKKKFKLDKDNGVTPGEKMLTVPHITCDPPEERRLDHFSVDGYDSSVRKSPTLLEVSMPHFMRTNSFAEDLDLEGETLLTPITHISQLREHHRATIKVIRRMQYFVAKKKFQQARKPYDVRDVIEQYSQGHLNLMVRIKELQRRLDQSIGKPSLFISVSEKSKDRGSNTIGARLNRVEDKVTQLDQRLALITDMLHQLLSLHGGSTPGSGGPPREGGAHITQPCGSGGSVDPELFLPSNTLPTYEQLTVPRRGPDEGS
hERG rescue: compounds protecting human hERG from proarrhythmic drug block; Q12809; CHO-hERG, FluxOR thallium flux, dofetilide IC70 present; activation (rescue from dofetilide block), less the hit threshold, % at 10 µM; hit rate 0.51% among 310,000; AID 1511;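 active = activation above the mean of controls blocked by dofetilide plus 5 SD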;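 also: thallium influx through hERG after potassium depolarization seen as dye fluorescence rise; in these data hits start at about 4.7%; inactives centre near -7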
TRPC4 agonist: opens the mouse TRPC4 cation channel; Q9QUQ5; HEK293 TRPC4beta/mu-opioid, Fluo4 calcium fluorescence; active compounds read high; B-score at 10 µM; hit rate 0.49% among 310,000; AID 2237;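 active = B-score above 5 SD of library B-scores, and initial fluorescence ratio not above library mean plus 5 SD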;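 also: positive B-score marks a calcium rise read as TRPC4 activation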
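Assay system: HEK293 cells stably co-expressing mouse TRPC4beta and mu-opioid receptor / Timing: Fluo4 dye loading 45 min at room temperature, 110 s recording / Signal: Fluo4 calcium-sensitive dye fluorescence, kinetic, 1 Hz baseline / Read-out: integrated baseline-normalised fluorescence ratio, converted to per-well B score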
TRPC4 PAM: allosterically enhances the mouse TRPC4 cation channel; Q9QUQ5; HEK293 TRPC4beta/mu-opioid, DAMGO EC20, Fluo-4 Ca2+ flux; active compounds read high; B-score at 10 µM; hit rate 0.42% among 310,000;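 active = B-score of calcium response area above 5 SD of library B-scores, with initial fluorescence ratio within 5 SD of library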;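 also: B-score of integrated fluorescence ratio over time as area under calcium response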
KCNQ1 act: potentiates or activates the human KCNQ1 potassium channel. P51787. CHO-K1 KCNQ1, thallium flux FluxOR fluorescence; active compounds read high. B-score at 10 µM. hit rate 0.35% among 310,000;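 active = fluorescence ratio B-score, a plate-corrected score, at least three library SD, with initial intensity B-score within 5 SD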
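Assay system: stable KCNQ1 CHO-K1 line; medium: assay buffer, equal DMSO in all wells; timing: 90 min dye loading and 20 min compound exposure, both at room temperature; technique: kinetic FluxOR thallium fluorescence, 10-s 1-Hz baseline, 110-s post-stimulus read; read-out basis: B score of baseline-normalized fluorescence ratio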
KCNK3 inh: human KCNK3 channel inhibition, primary screen | CHO-KCNK3 thallium flux, FluxOR fluorescence; active compounds read low | hit rate 0.84% among 340,000 | O14649 | B-score at 10 µM;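 active = B-score under library mean minus 4 SD, starting fluorescence ratio at most library mean plus 5 SD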;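 also: more negative B-score means stronger inhibition of thallium flux through KCNK3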
DYRK1A inh: inhibitors of rat Dyrk1A kinase. ADP-Glo luminescence, NFATc1 peptide. hit rate 0.43% among 310,000. inhibition, % at 12.5 µM; in the data active = inhibition above about 50%;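 also: plate controls were vehicle with enzyme for no effect and no enzyme for full effect; many of its hits are not listed in these tables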
Platelet DG rel: platelet dense granule release activity; human platelet-rich plasma, SFLLRN dense granule ATP release, luminescence; inhibition, %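 (compounds screened at 7.5 µM in platelet-rich plasma)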; hit rate 0.22% among 300,000;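 active = mean replicate score, as percent of positive control, at or above 50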
PolyA inh: yeast polyadenylation inhibition. AID 1875. S. cerevisiae SKY197-pL101 polyadenylation reporter, beta-gal luminescence; efflux-impaired pdr1/pdr3 knockout yeast; score 100 = 6 SD above DMSO. calls only at 12 µM. hit rate 0.02% among 300,000;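 active = lowest replicate activity score at least 50, where 100 means six control SD above control mean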;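 also: yeast exposed to compound for 9 h at 30 °C; higher score means more reporter readthrough which indicates perturbed polyadenylation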
TRPC4 inh: blocks the mouse TRPC4 cation channel. Q9QUQ5. HEK293 TRPC4beta/mu-opioid, DAMGO-evoked Fluo4 calcium flux; active compounds read low. B-score at 10 µM. hit rate 0.39% among 300,000;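 active = B-score over 3 SD under the library average, no early fluorescence shift, positive overall ratio signal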
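Material: HEK293 cells with stable TRPC4beta plus mu-opioid receptor expression / Probe or stimulus: DAMGO in two steps, submaximal then maximal / Compound: single concentration per test compound / Technique: kinetic Fluo4 fluorescence imaging of calcium influx / Read-out: per-well B score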
KCNK9 block: blocks the human KCNK9 two-pore domain potassium channel; Q9NPC2; HEK293 KCNK9, FluxOR thallium flux fluorescence; active compounds read low; B-score at 10 µM; hit rate 1.2% among 310,000; AID 488922;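 active = ratio B-score over 3 SD below the library mean, with starting fluorescence within 5 SD of its mean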;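 also: negative B-score means less thallium flux so channel inhibition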
Target sequence (Q9NPC2 whole entry, looked up, the tested form may be a part): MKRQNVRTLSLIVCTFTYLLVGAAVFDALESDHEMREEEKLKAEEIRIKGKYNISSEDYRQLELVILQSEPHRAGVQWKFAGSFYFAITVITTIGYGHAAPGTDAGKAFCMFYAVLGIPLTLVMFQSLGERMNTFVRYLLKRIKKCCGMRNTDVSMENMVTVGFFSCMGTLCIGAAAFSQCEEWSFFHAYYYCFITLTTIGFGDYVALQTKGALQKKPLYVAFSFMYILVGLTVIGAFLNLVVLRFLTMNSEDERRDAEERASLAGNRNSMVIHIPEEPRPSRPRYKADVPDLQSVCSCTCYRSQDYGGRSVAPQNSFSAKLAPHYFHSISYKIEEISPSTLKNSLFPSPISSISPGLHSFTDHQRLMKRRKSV
Numbers without * were called inactive; i = inactive; . = no result given. An excerpt, so the mix of outcomes need not match the whole.

The line under a structure holds: KCNQ1 block	hERG rescue	TRPC4 agonist	TRPC4 PAM	KCNQ1 act	KCNK3 inh	DYRK1A inh	Platelet DG rel	PolyA inh	TRPC4 inh	KCNK9 block
N#C/C(=C\c1c(N2CCC(C(N)=O)CC2)nc2ccccn2c1=O)S(=O)(=O)c1ccccc1
  i	-2	i	i	i	i	-6	3	i	i	i
Fc1ccc(C2NC(=S)NC3=C2N2CCC3CC2)cc1 (stereo unspecified)
  i	0	i	i	i	i	-6	1	i	i	i
CCSc1ncc(/C=N/Nc2ccc(Cl)cc2)n1C
  i	-4	i	i	i	i	5	4	i	i	i
COc1cc2c(cc1NC(=O)C(C)OC(=O)C1CC(=O)N(Cc3ccco3)C1)oc1ccccc12 (stereo unspecified)
  i	-12	i	i	i	i	3	0	i	i	i
COc1ccc(C2=NN(C(=O)COc3ncnc4ccccc34)C(c3ccco3)C2)cc1 (stereo unspecified)
  i	-6	i	i	i	i	-3	-1	i	i	i
CN(CCOc1ccccc1)C(=O)c1ccc2c(=O)n3c(nc2c1)CCC3
  i	-17	i	i	i	i	-7	37	i	i	i
CC1CCc2c(sc3ncn4c(SCC(=O)NCc5ccco5)nnc4c23)C1 (stereo unspecified)
  i	-3	i	i	i	i	-1	-10	i	i	i
CCN(C(=O)CSc1nc2cc(C(=O)OC)ccc2c(=O)n1Cc1ccco1)c1cccc(C)c1
  i	-16	i	i	i	i	3	0	i	i	i
COc1ccc(CCNC(=O)CCS(=O)(=O)Cc2ccccc2C)cc1OC
  i	-4	i	i	i	i	1	5	i	i	i
CCn1c(SCC(=O)NC(=O)NCc2ccco2)nnc1-c1cccs1
  i	-6	i	i	i	i	2	-6	i	i	i
O=C1CCc2cc(S(=O)(=O)NCc3ccc(F)cc3)cc3c2N1CC3
  i	-5	i	i	i	i	2	2	i	i	i
COc1ccc(CC(=O)NC(C)(C)C)cc1S(=O)(=O)N1CCOCC1
  i	-11	i	i	i	i	2	2	i	i	i
O=C(CC1Oc2ccccc2NC1=O)NCCCN1CCOCC1 (stereo unspecified)
  i	2	i	i	i	i	2	-24	i	i	i
COc1cccc(NS(=O)(=O)NC(=O)c2c(C)[nH]c3ccccc23)c1
  i	-4	i	i	i	i	-5	-9	i	i	i
COc1cccc(CN2CC(C(=O)NCCCc3ccncc3)CCC2=O)c1 (stereo unspecified)
  i	-3	i	i	i	i	-6	-2	.	i	i
O=C1C=CC(=O)N1CCNc1ncc(C(F)(F)F)cc1Cl
  i	-20	i	i	18*	i	-1	13	i	i	i
CC1=NNC(=O)C1CC(=O)N/N=C/C(Br)=C/c1ccccc1 (stereo unspecified)
  i	-8	i	i	i	i	2	4	i	i	i
CC(C)(C)C(=O)CN1CCN(C2c3ccccc3-c3ccccc32)CC1
  i	-9	i	i	i	i	.	0	i	i	i
COc1cc(/C=N/S(=O)(=O)CCc2ccccc2)cc(OC)c1O
  i	-11	i	i	i	i	-1	-46	i	i	i
O=C(Cc1ccccc1)NCC(=O)N/N=C/c1ccc(C(=O)O)cc1
  i	-7	i	i	i	i	-8	8	i	i	i
COc1ccc(-c2cc(-c3ccccc3)nc(SCC(=O)Nc3ncc(C)s3)c2C#N)cc1
  i	-7	i	i	i	i	1	19	i	i	i
C/C(=N\NC(N)=S)c1ccc(-n2ccnc2)cc1
  i	-2	i	i	i	i	-3	-5	i	i	i
CCOC(=O)N1CCN(C(=O)COC(=O)C2CCN(S(=O)(=O)c3ccc(C)c(C)c3)CC2)CC1
  i	-7	i	i	i	i	3	13	i	i	i
O=C(NCC(c1cccnc1)N1CCN(c2ccccc2)CC1)c1ccco1 (stereo unspecified)
  i	-4	i	i	i	i	-1	-2	i	i	i
COC(=O)c1cccc(COC(=O)c2ccc(CS(=O)(=O)c3ccc(C)cc3)cc2)c1
  i	-7	i	i	i	i	-2	-1	i	i	i
CC1(C)CC(=O)C2=C(C1)N(c1ccccc1)C(=O)C2(O)C(F)(F)F (stereo unspecified)
  i	-9	i	i	i	i	3	10	i	i	i
Cc1oc2cc(O)ccc2c(=O)c1Oc1ccccc1
  i	-3	i	i	i	i	-2	6	i	i	i
CC(C)(C)NC(=O)COC(=O)c1ccccc1NC(=O)c1ccco1
  i	-11	i	i	i	i	.	-2	i	i	i
CCCCn1c(N)c(N(CC(C)C)C(=O)CCCn2c(=O)oc3ccccc32)c(=O)[nH]c1=O
  i	-7	i	i	i	i	1	-7	i	i	i
O=C(Nc1c2c(nn1-c1cccc(Cl)c1)CS(=O)(=O)C2)c1ccco1
  i	-12	i	i	i	i	3	5	i	i	i
Cn1cccc1CC(=O)NNC(=S)Nc1ccc(Cl)cc1Cl
  i	-10	i	i	i	i	2	-6	.	i	i
COc1ccc(-c2ccc(CNCc3ccccn3)o2)cc1Cl
  i	-11	i	i	i	.	.	4	i	-8*	i
Cc1ccc(NC(=O)COc2ccc(Br)cc2CO)cc1
  i	-11	i	i	i	i	-1	1	i	i	i
Cc1c(C(=O)OCC(=O)N2CCCC(C)C2)oc2ccccc12 (stereo unspecified)
  i	-11	i	i	i	i	-13	-3	i	i	i
COCCNS(=O)(=O)c1cc(OC)c(C)cc1C
  i	-7	i	i	i	i	3	-7	i	i	i
Cc1ccc(NC(=O)CN(C)C(=S)NC2CC2)cc1
  i	2	i	i	i	i	.	-3	i	i	i
CCOC(=O)C1(CC2CCCCO2)CCN(C(=O)Nc2ccc3c(c2)OCO3)CC1 (stereo unspecified)
  i	0	i	i	i	i	-7	18	i	i	i
NC(=O)C1CCN(C(=O)c2ccc(OCC(=O)Nc3cccc(C(F)(F)F)c3)cc2)CC1
  i	-9	i	i	i	i	21	0	i	i	i
CCOC(=O)NN1C(=O)c2ccccc2NC1c1ccccc1 (stereo unspecified)
  i	-11	i	i	i	i	1	29	i	i	i
CC(=O)N1CCN(CC(c2ccccc2)c2ccccc2)CC1
  i	-4	i	i	i	i	-4	8	i	i	i
CC(C)OC(=O)CSc1nnc(CNc2ccc(Cl)cc2)n1Cc1ccccc1
  i	-14	i	i	i	i	2	-7	i	i	i
Cc1cc(NC(=O)COC(=O)C2CCN(C(=O)c3ccc(Cl)cc3)CC2)no1
  i	-3	i	i	i	i	-1	1	i	i	i
Cc1cc(NC(=O)c2ccc(S(=O)(=O)Nc3ccccc3)cc2)no1
  i	-13	i	i	i	i	-15	-4	i	i	i
O=C(O)CCCNS(=O)(=O)c1ccc(NCc2ccccc2)c(C(=O)O)c1
  i	-5	i	i	i	i	12	1	i	i	i
COc1ccc(C(=O)NCCc2nnc(SCC(=O)Nc3ccccc3C(C)C)n2C)cc1
  i	-11	i	i	i	i	-2	-5	i	i	i
CN1CCN(c2ccc(-c3cccc(NC(=O)COc4ccc(Cl)cc4Cl)c3)nn2)CC1
  i	-10	i	i	i	i	3	-9	i	i	i
CN(CC(=O)Nc1ccccc1Br)C(=O)c1cc2c(s1)CCCCC2
  i	-19	i	i	i	i	5	7	i	i	i
CN(C)CCCN(Cc1cc2cc3c(cc2[nH]c1=O)OCO3)C(=S)Nc1ccccc1
  i	-11	i	i	i	i	-1	-8	i	i	i
C=CCOc1ccc(C(=O)/C=C2/C(=O)Nc3ccccc32)cc1
  i	-8	i	i	i	i	-4	11	i	i	i
Cc1ccc(C(C(=O)Nc2ccc3c(c2)OCO3)N(C)C(=O)/C=C\c2ccc3c(c2)OCO3)cc1 (stereo unspecified)
  i	-3	i	i	i	i	-2	8	i	i	i
CN(C(=S)NC(=O)Cc1ccccc1)c1ccccc1
  i	-16	i	i	i	i	-1	-4	i	i	i
Cc1ccc(S(=O)(=O)NCCSc2nnnn2-c2ccccc2)cc1
  i	0	i	i	i	i	7	-5	i	i	i
CCc1nnc(SCC(=O)Nc2ccc3c(c2)OCO3)o1
  i	1	i	i	i	i	-6	-1	i	i	i
S=c1[nH]nc(-c2ccccc2)c2ccccc12
  i	-6	i	i	i	i	0	4	i	i	i
CCOC(=O)c1c(NC(C)=O)sc2c1CCN(Cc1ccccc1)C2
  i	-10	i	i	i	i	3	2	i	i	i
Cc1ccnc(Nc2nc(-c3ccc(O)cc3)cs2)c1
  i	-2	i	i	i	i	22	7	i	i	-6.7*
c1csc(-c2nc(-c3ccncc3)no2)c1
  i	0	i	i	i	i	4	12	i	i	i
CCOc1cccc(=O)c2c(C)n(Cc3ccccc3)c(C)c12
  i	-11	i	i	i	i	8	0	i	i	i
O=C(CSC(=S)N1CCCC1)N1CCN(S(=O)(=O)c2cccc([N+](=O)[O-])c2)CC1
  i	-7	i	i	i	i	-3	27	i	i	i
CC1CCN(CC(=O)Nc2ccccc2Sc2ccccc2)CC1
  i	-8	i	i	i	i	-2	16	i	i	i
O=C(CN1CCN(CCO)CC1)Nc1ccccc1
  i	-8	i	i	i	i	16	.	i	i	i
C=CCNC(=O)C(C)N1c2cccc3cccc(c23)S1(=O)=O (stereo unspecified)
  i	-4	i	i	i	i	19	-2	i	i	i
C/C(N)=C(/C#N)C(=O)COC(=O)c1oc2ccccc2c1COC(C)C
  i	-7	i	i	i	i	-11	.	.	i	i

In the list so far, these have a CF3 group.
The line under a structure holds: KCNQ1 block	hERG rescue	TRPC4 agonist	TRPC4 PAM	KCNQ1 act	KCNK3 inh	DYRK1A inh	Platelet DG rel	PolyA inh	TRPC4 inh	KCNK9 block
O=C1C=CC(=O)N1CCNc1ncc(C(F)(F)F)cc1Cl
  i	-20	i	i	18*	i	-1	13	i	i	i
CC1(C)CC(=O)C2=C(C1)N(c1ccccc1)C(=O)C2(O)C(F)(F)F (stereo unspecified)
  i	-9	i	i	i	i	3	10	i	i	i
NC(=O)C1CCN(C(=O)c2ccc(OCC(=O)Nc3cccc(C(F)(F)F)c3)cc2)CC1
  i	-9	i	i	i	i	21	0	i	i	i
